High-throughput results (PubChem)
CSN deneddyl inh = blocks human CSN-mediated cullin deneddylation. 360,000 tested, 0.38% active. AID 651999. inhibition, % at 12.5 µM. Purified CSN, SCF-Nedd8-OG deneddylation, fluorescence polarization. Q92905;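 active = pattern-corrected inhibition above about 35%, with an unprinted fluorescence ratio check between 0.5 and 1.5, limit read from the data, passing the limit was not always enough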;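 also: 0% = enzyme with substrate and 100% = substrate without enzyme; some results filed as inactive read as strong as hits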
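Schedule: reaction 90 min, room temperature / Assay system: HEK293T-derived human Csn5 enzyme / Input: Csn5 at 0.24 nM final / Measure: inhibition of Csn5 cleavage, % / Control set: substrate-only high control, full reaction low control / Technique: fluorescence polarization of the substrate / Buffer or medium: Tris/NaCl/DTT buffer, pH 7.5 / Reagent: SCFSkp2-Nedd8OG substrate at 10 nM final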
STEP inh = STEP (human) phosphatase inhibition; inhibition, % at 20 µM; recombinant STEP, OMFP fluorogenic substrate, fluorescence; 360,000 tested, 0.25% active;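 active = inhibition at 20 µM, scaled per plate between control wells, above about 37%, limit read from the data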;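 also: 0% = DMSO with enzyme and substrate and 100% = substrate only without enzyme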
Target sequence (P54829 whole entry, looked up): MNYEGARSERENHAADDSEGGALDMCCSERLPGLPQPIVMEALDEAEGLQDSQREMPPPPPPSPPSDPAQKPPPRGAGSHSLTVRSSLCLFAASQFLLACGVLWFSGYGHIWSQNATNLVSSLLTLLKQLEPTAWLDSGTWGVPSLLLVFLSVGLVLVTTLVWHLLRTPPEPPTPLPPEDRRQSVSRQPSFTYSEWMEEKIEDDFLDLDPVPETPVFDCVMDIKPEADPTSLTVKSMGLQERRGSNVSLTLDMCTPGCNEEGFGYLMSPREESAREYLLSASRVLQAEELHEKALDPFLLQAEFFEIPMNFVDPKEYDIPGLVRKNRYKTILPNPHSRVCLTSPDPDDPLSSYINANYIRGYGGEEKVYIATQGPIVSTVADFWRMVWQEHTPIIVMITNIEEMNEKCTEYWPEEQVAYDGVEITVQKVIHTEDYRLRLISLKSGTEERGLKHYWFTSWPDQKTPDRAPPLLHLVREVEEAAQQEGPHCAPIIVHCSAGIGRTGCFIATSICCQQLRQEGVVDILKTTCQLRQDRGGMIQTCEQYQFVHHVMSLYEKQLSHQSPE
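System: isolated STEP enzyme; schedule: 20 min enzyme reaction at room temperature, protected from light; medium: Bis-Tris buffer pH 6.0, 2.5 mM DTT, 0.005% Tween 20; signal: fluorescence, 480/540 nm; dosing: single compound dose of 20 µM, 1% DMSO final; also added: OMFP substrate, 25 µM final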
LMPTP block = blocks human LMPTP phosphatase | recombinant LMPTP-A, OMFP fluorogenic substrate, fluorescence intensity | inhibition, % at 20 µM | 360,000 tested, 0.22% active;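 active = compounds that cut the enzyme signal by at least half of the control window in the single-dose screen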;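 also: plate controls were DMSO wells with enzyme plus substrate for no effect and substrate without enzyme for full effect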
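material = LMPTP-A | quantity = 0.625 nM enzyme | reagent = OMFP substrate, 400 µM final | buffer or medium = Bis-Tris pH 6.0, DTT, detergent | detection = endpoint fluorescence intensity from OMFP dephosphorylation | dosing = single 20 µM dose | read-out basis = % inhibition relative to no-enzyme and uninhibited control wells | control set = no-enzyme and uninhibited controls | timing = 50 min at room temperature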
NadD block = NadD (S. aureus) enzyme inhibition | purified NadD enzyme, colorimetric absorbance read-out | inhibition, % at 20 µM | 360,000 tested, 0.78% active; in the data active = inhibition above about 26%; also: some compounds past the cut are filed as inactive
Scp-1 inhibitor = blocks human Scp-1 phosphatase activity | Q9GZU7 | Recombinant Scp1, phosphopeptide, malachite green phosphate absorbance | inhibition, % at 20 µM | 340,000 tested, 0.88% active;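 active = inhibition above about 50% at 20 µM, limit read from the data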;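 also: plate controls were DMSO wells with enzyme for no effect and wells lacking enzyme for full effect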
Target sequence (Q9GZU7 76-261 limits assumed): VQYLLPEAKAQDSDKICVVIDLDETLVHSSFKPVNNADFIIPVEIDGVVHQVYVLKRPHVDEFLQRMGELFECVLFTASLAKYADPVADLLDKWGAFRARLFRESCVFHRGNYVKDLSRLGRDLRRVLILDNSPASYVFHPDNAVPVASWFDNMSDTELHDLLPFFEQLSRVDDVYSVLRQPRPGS
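Test system – truncated SCP-1 phosphatase (76-261aa) · Reagent – Phosphorylated 17-residue peptide substrate · Incubation – 45 min room-temperature reaction, 5 min colour, 30 min stabiliser · Detection – colorimetric phosphate reagent with accelerator and stabiliser, absorbance at 630 nm · Measure – % inhibition at 20 µM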
SUMO1 PPI mod = alters human SUMO1 binding to SIM partners | 360,000 tested, 0.33% active | inhibition, % at 20 µM | P63165 | SUMO1 binding to a labelled peptide, TR-FRET, 1 h; in the data active = inhibition above about 37%
DNMT1 inh = DNMT1 (human) enzyme inhibition | DNMT1 molecular beacon, Hinp1I cleavage, fluorescence | inhibition (reported as % activation of signal), % at 10 µM | 360,000 tested, 0.83% active | AID 588458 | P26358; in the data active = inhibition above about 50%
Neddylation inh = cullin neddylation inhibition. P61081+Q13564. TR-FRET cullin neddylation, biochemical. calls only at 25 µM. 360,000 tested, 0.58% active. AID 651699; in the data active = inhibition above about 36%
Rin1 Abl inh = human Rin1-Abl interaction inhibition; P00519+Q13671; inhibition, % at 7.35 µM; 360,000 tested, 0.4% active; TR-FRET Rin1/Abl binding, biochemical; AID 588664; in the data active = inhibition above about 5%, passing the limit was not always enough
Rpn11 block = blocks the human proteasome subunit Rpn11; O00487; human 26S proteasome, Ub4-pepOG fluorescence polarization; 20S core pre-blocked with epoxomicin; calls only at 20 µM; 360,000 tested, 0.59% active; AID 588493;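 active = inhibition at 20 µM, scaled to each plate's controls, above about 33%, limit read from the data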
Target sequence (O00487 whole entry, looked up): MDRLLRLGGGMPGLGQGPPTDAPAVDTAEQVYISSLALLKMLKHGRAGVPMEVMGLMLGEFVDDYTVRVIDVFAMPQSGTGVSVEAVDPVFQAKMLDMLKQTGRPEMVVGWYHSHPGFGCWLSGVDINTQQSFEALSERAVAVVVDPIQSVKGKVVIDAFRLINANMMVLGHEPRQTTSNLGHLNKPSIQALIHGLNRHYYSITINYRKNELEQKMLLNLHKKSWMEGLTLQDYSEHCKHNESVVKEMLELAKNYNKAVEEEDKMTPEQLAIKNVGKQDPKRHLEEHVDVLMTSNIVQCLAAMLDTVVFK
* marks the source's active call; other numbers are inactive results; i = inactive; . = no result given.

SMILES	CSN deneddyl inh	STEP inh	LMPTP block	NadD block	Scp-1 inhibitor	SUMO1 PPI mod	DNMT1 inh	Neddylation inh	Rin1 Abl inh	Rpn11 block
O=C(NC(c1ccc(Cl)cc1)c1cccnc1)C1CCN(CCOc2ccc(Cl)cc2Cl)CC1 (configuration not stated)	3	6	0.2	0	.	-1	-6	i	3	i
C/C(=N\NC(=O)c1ccc(F)cc1)c1cccc(NC(=O)c2cccc(F)c2)c1	-2	0	1.7	2	-2	2	-1	i	0	i
Cc1cc(NC(=O)COC(=O)COc2ccc3c(c2)CCC3)no1	-4	0	-1.3	-1	-7	2	0	i	2	i
O=C(c1cc2cc([N+](=O)[O-])ccc2oc1=O)n1cccn1	0	2	-1.2	-3	0	-5	11	i	2	i
Nc1nc(-c2ccccc2)nc(-c2ccccc2O)n1	-2	-7	3.3	-4	-4	3	-7	i	1	i
CCOC(=O)C1CCCN(S(=O)(=O)c2ccc(F)c(C(=O)Nc3ccc(F)c(F)c3)c2)C1 (configuration not stated)	-1	-2	-0.5	-5	-2	-1	3	i	4	i
CCOc1cc(/C=N/NC(=O)CN(CCc2ccccc2)S(=O)(=O)c2ccc(NC(C)=O)cc2)ccc1O	0	-1	1.2	18	-5	11	-9	i	-3	i
COC(=O)C(CCSC)NC(=O)C(NC(=O)C1CCC(C)CC1)C(C)C (configuration not stated)	-3	0	-0.3	3	-7	-3	2	i	-1	i
COCCCn1cc(CN2CC(N3CCSCC3)CS2(=O)=O)nn1 (configuration not stated)	-3	.	-1.3	1	.	-3	.	i	.	.
Cc1ccc(S(=O)(=O)NC(=O)C2(C)CCN2C(=O)Cc2ccc(-c3ccccc3)cc2)cc1 (configuration not stated)	3	1	-1.1	3	.	7	1	i	0	i
COc1ccccc1N1CC(C(=O)Nc2ccc(S(=O)(=O)N3CCCC3)cc2)CC1=O (configuration not stated)	0	3	-1.9	-2	-12	-7	3	i	3	i
Cc1ccc(S(=O)(=O)N(CC(=O)NCc2ccco2)C2CCCCC2)cc1	1	-1	0.2	4	-5	3	-7	i	1	i
COc1ccc(OC)c(NC(=O)CCNS(=O)(=O)c2ccc3[nH]c(=O)oc3c2)c1	0	-1	0.9	-1	-5	0	-1	i	1	i
CCc1nc2ccc(C(=O)NCCN3CCOCC3)cn2c1N(C)Cc1ccc(OC)cc1	-2	-1	0.3	-9	.	4	-10	i	-2	i
Oc1ccc2ccccc2c1CNc1ccc2ccccc2c1	-7	0	2.1	14	1	-12	-18	i	2	i
Cc1nc2cc(-c3cccc(F)c3)nn2c(C)c1CCC(=O)N1CCN(c2ccccn2)CC1	6	-2	0.4	-6	-6	-3	-4	.	1	i
Cc1cc2oc(=O)cc(CN(C)Cc3ccccc3F)c2cc1Cl	2	2	3.2	-3	-3	3	1	i	0	i
COC(=O)/C=C/c1ccc2c(c1)OCO2	-9	4	-0.8	1	-1	-7	2	i	0	i
CC(=O)NC1CCC(C(=O)O)(c2ccccc2)C1 (configuration not stated)	-1	4	-2.1	5	-4	8	2	i	1	i
COc1ccc(NC(=O)c2cc(-c3ccncc3)nc3ccc(Br)cc23)cc1OC	9	5	5.8	-2	2	12	-13	i	8.8*	i
CC(NC(=O)COC(=O)Cc1ccsc1)c1ccccc1 (configuration not stated)	-3	-5	-2.9	0	-12	0	1	i	-2	i
O=C(C[n+]1cc(-c2ccc(Cl)cc2)n2c1CCC2)N1c2ccccc2Sc2ccccc21	-9	-1	5.0	12	9	-4	0	i	-4	i
O=c1oc(-c2ccco2)nc2c1cnn2-c1ccccc1	-6	1	2.5	-4	-6	1	6	i	-2	i
COC(=O)C(Cc1ccc(O)cc1)NC(=O)C(CC(=O)OC(C)(C)C)NC(=O)OC(C)(C)C (configuration not stated)	-1	-1	-2.6	-1	-1	0	1	i	2	i
Cc1ccc(CNC(=O)CNC(=O)c2ccc(C(C)(C)C)cc2)n1C	3	1	-0.6	4	-1	-4	-6	i	0	i
CC(C)OCC(O)CN1CCN(CC(O)COc2ccc3c(c2)OCO3)CC1 (configuration not stated)	1	-4	-1.3	-4	-3	4	0	i	-1	i
Cn1nc(C(C)(C)C)cc1N1C(=O)CCC1(C)C(=O)Nc1ccc2ccccc2c1 (configuration not stated)	-2	1	-0.4	-10	.	-4	-3	i	7	i
Cc1cnc(=O)[nH]c1SCc1cccc(C(F)(F)F)c1	-3	0	1.4	-1	9	7	0	i	6	i
CC1(C)CC(=O)C/C(=N\NC(=O)Cc2ccccc2)C1	0	-1	0.0	4	4	0	1	i	-2	i
CSc1nncc(/C(C)=N\Nc2ccccc2)n1	8	-1	2.4	1	-1	-7	5	i	5	i
O=c1c2c([nH]c3ccccc13)CCC2	-1	-5	-0.8	0	-1	2	1	i	-2	i
COc1cc(OC)cc(-n2nnnc2SCC(=O)Nc2nc3c(s2)CCCC3)c1	-4	3	1.2	0	-7	13	-6	i	-2	i
C=CCn1c(C)cc(C(=O)CSc2n[nH]c(N)n2)c1C	-1	1	-0.4	1	-12	4	-3	i	-3	i
C/C(=N\NC(=O)CSCc1ccccc1Cl)c1cc(O)ccc1O	0	-5	2.1	-1	-5	6	-7	i	2	i
C[C@]12c3[nH]c4ccc(Cl)cc4c3CCN1C(=O)[C@@H](CC(=O)NCc1cccc(C(F)(F)F)c1)C[C@@H]2C(=O)N1CCCCC1	5	-2	5.6	2	-4	2	-23	i	-1	i
COc1ccc2cc(C(=O)NCc3ccccc3)c(=Nc3ccc(C(=O)O)cc3)oc2c1	-2	2	8.9	6	10	-10	2	i	5	i
Cc1ccc(NC(=O)c2ccc(-c3nn(C)c(=O)c4ccccc34)cc2)cc1	-5	4	1.7	1	-9	1	-9	i	-2	i
CCCNC(=O)c1ccc2c(c1)ncn2-c1ccccc1OC	-1	0	0.0	2	-14	-1	1	i	-2	i
Cc1nnc(SCC(=O)NC2CC2)n1CCc1ccccc1	5	1	1.3	2	-2	0	7	i	-1	i
CCOc1cc(NCc2ccccc2)c2ncn(C(C)C)c2c1	-1	4	2.5	1	-2	5	-9	i	3	i

Given as labelled records: entries from further up
compound: O=c1c2c([nH]c3ccccc13)CCC2
  CSN deneddyl inh = -1 | STEP inh = -5 | LMPTP block = -0.8 | NadD block = 0 | Scp-1 inhibitor = -1 | SUMO1 PPI mod = 2 | DNMT1 inh = 1 | Neddylation inh = i | Rin1 Abl inh = -2 | Rpn11 block = i

compound: COc1cc(OC)cc(-n2nnnc2SCC(=O)Nc2nc3c(s2)CCCC3)c1
  CSN deneddyl inh = -4 | STEP inh = 3 | LMPTP block = 1.2 | NadD block = 0 | Scp-1 inhibitor = -7 | SUMO1 PPI mod = 13 | DNMT1 inh = -6 | Neddylation inh = i | Rin1 Abl inh = -2 | Rpn11 block = i

compound: C=CCn1c(C)cc(C(=O)CSc2n[nH]c(N)n2)c1C
  CSN deneddyl inh = -1 | STEP inh = 1 | LMPTP block = -0.4 | NadD block = 1 | Scp-1 inhibitor = -12 | SUMO1 PPI mod = 4 | DNMT1 inh = -3 | Neddylation inh = i | Rin1 Abl inh = -3 | Rpn11 block = i

compound: C/C(=N\NC(=O)CSCc1ccccc1Cl)c1cc(O)ccc1O
  CSN deneddyl inh = 0 | STEP inh = -5 | LMPTP block = 2.1 | NadD block = -1 | Scp-1 inhibitor = -5 | SUMO1 PPI mod = 6 | DNMT1 inh = -7 | Neddylation inh = i | Rin1 Abl inh = 2 | Rpn11 block = i

Additional structures follow.
SMILES	CSN deneddyl inh	STEP inh	LMPTP block	NadD block	Scp-1 inhibitor	SUMO1 PPI mod	DNMT1 inh	Neddylation inh	Rin1 Abl inh	Rpn11 block
COc1ccc(C)cc1NC(=O)CSc1nnc2ccc(-c3cccnc3)nn12	1	1	-0.6	-3	1	-25	0	i	6	i
COCCN1CCN(C(=O)C2CCC(=O)N(CCc3cccc(F)c3)C2)CC1 (configuration not stated)	0	-2	-1.3	3	-5	6	0	i	0	i
Cn1c(CNC(=O)CCNC(=O)c2cccc(Cl)c2)cc(=O)n(C)c1=O	-6	0	-1.8	2	1	3	2	i	-1	i
COc1ccccc1OCC(O)CO (configuration not stated)	1	-1	-1.1	3	-9	-1	2	i	0	i
CC(=O)c1cccc(S(=O)(=O)N2CCn3cccc3C2C)c1 (configuration not stated)	-7	-3	2.9	1	-9	1	-6	i	1	i
O=C(COC(=O)C1CCC1)Nc1ccc(Oc2ccccc2)cc1	2	0	0.1	-9	-7	3	-1	i	-3	i
COc1cc2c(cc1OC)C(C)N(CC(=O)Nc1ccc(C)c(S(=O)(=O)N3CCOCC3)c1)CC2 (configuration not stated)	1	-2	0.1	3	-13	6	-2	i	-4	i
O=C(NCc1cccs1)c1csc(COCCO)n1	-4	0	-2.4	-9	.	1	-2	i	-2	i
COc1cc(OC)cc(C(=O)NC(=S)Nc2ccc3[nH]c(=O)[nH]c3c2)c1	5	0	-0.5	8	-2	19	-6	i	-1	i
CCCCOc1c(C(=O)Nc2ccccc2)nnn1-c1ccccc1	4	1	1.0	-24	4	15	0	i	3	i
Cc1nn(-c2ccccc2)c(C)c1-c1nnc(C(F)(F)F)o1	-2	0	-0.7	-6	-17	-4	1	i	-1	i
Cc1nc(-c2ccc(NC(=O)C(C)(C)C)cc2)c(-c2ccccc2)o1	0	1	2.2	-3	-15	0	-2	i	-1	i
CC1(C)CC(=O)C2=C(C1)Nc1cc3c(cc1C2c1ccc2c(c1)OCO2)OCO3 (configuration not stated)	6	0	1.2	4	-16	3	-12	.	-4	i
CCc1nnc(NC(=O)CSc2nnc(-c3ccoc3C)n2-c2ccccc2)s1	-7	2	-0.3	-2	-8	-4	-1	i	-1	i
CCCCOc1ccc(SCCCN2CCOCC2)cc1	3	-2	-1.3	-4	0	15	1	i	1	i
CCSCc1nc2ccccn2c1Br	-2	0	-1.6	-4	-14	1	0	i	-2	i
CCOc1ccc(N2C(=O)CC(N3CCN(c4ccc(Cl)cc4)CC3)C2=O)cc1 (configuration not stated)	-3	-4	-0.9	-5	-2	12	1	i	2	i
COC(=O)c1c(-c2ccccc2)oc2c1C(OCCO)CCC2 (configuration not stated)	2	.	0.0	-6	.	-2	.	i	.	.
Cc1c(C(=O)N(Cc2ccc(F)cc2)C2CCS(=O)(=O)C2)oc2ccccc12 (configuration not stated)	-2	-2	0.1	-8	-11	-1	1	i	-1	i
CC(=O)N1CCN(c2ccc(NCc3ccc(C)cc3)cc2)CC1	4	-2	7.3	4	0	-16	-15	i	2	i
CCOC(=O)N1CCN(C(=O)c2ccc3nc(SCc4ccc(F)cc4)n(C)c3c2)CC1	-2	-1	-0.4	4	-5	0	4	i	0	i
Cc1[nH]ccc(=O)c1Oc1ncc(C(F)(F)F)cc1Cl	2	4	-1.2	12	-7	-2	2	i	-1	i
N#Cc1ccccc1COC(=O)c1ccc2c(c1)OCCO2	-4	1	0.4	-11	-3	12	-5	i	1	i
Cc1cccc(C2=NN(c3ccccc3)[C@@H](C(=O)N3CCOC3=O)[C@@H]2c2ccc([N+](=O)[O-])cc2)c1	-3	-3	3.2	20	-7	-3	-2	i	-3	i
